Polio RdRp inh: inhibitors of poliovirus RNA polymerase binding and polymerization. poliovirus polymerase elongation, fluorescence polarization; stronger effect = lower value. % elongation, % (compound at 16.7 µg/mL). 150,000 compounds, 0.66% hits. P03300; in the data active means % elongation below about 90%; further: some results filed as inactive read as strong as hits
Target sequence (P03300 1749-2209 limits assumed): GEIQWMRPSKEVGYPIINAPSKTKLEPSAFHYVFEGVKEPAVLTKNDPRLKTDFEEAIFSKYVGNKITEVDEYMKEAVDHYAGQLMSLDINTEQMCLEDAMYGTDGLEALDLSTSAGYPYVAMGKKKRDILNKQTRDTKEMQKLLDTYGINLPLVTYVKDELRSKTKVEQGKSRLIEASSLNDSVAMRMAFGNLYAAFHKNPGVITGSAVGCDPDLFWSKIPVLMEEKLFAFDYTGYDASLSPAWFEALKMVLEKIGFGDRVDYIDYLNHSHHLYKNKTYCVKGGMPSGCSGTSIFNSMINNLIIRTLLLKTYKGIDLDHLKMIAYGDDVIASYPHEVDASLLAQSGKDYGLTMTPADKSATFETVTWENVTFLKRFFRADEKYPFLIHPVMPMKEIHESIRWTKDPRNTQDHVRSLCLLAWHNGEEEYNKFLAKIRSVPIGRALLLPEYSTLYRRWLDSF
Polio RdRp inh FP z-score: also measured in Polio RdRp inh; calls as there; z-score; measured here: FP z-score; hits read low
Numbers without * were called inactive.

Results follow in this order: Polio RdRp inh | Polio RdRp inh FP z-score
> Cc1ccc(-n2c(-c3ccco3)nc3c(cnn3-c3ccccc3C)c2=O)cc1
  106 | -0.9
> CC(C)CCNC(=O)C1CCN(S(=O)(=O)c2cccc3nsnc23)CC1
  106 | -0.9
> CC(C)=CC(=O)Nc1sc2c(c1C#N)CCCC2
  100 | 0
> CCc1nnc(NC(=O)/C=C/c2cccs2)s1
  110 | 0.5
> CCNc1nc(NCC)nc(NNC(=S)Nc2ccc(OCC)cc2)n1
  103 | 1.4
> O=S(=O)(c1ccccc1)N1CN(c2cccc(C(F)(F)F)c2)c2nc3ccccc3nc21
  105 | 0.3
> CN(C)CCOC(=O)C1(c2ccccc2)CCCC1
  101 | 0
> CCOc1ccccc1CN1CCC(N2CCCCC2)CC1
  103 | 0.2
> CCc1ccc(NC(=O)CNc2ccc(C#N)cc2)cc1
  101 | -0.2
> COC(=O)c1ccc(OC(=O)CCN2C(=O)c3ccccc3C2=O)cc1
  101 | -0.2
> Cc1ccc(Cn2c(=O)n(Cc3ccccc3)c(=O)c3cccnc32)c(C)c1
  103 | 1.3
> Cc1cc(C)cc(N(CC(=O)O)S(=O)(=O)c2c(C)n[nH]c2C)c1
  101 | -0.1
> Nc1nnc(SCC(=O)OCC(=O)N2CCCCC2)s1
  102 | 0.1
> CN1C(=O)Cc2cc(S(=O)(=O)CCC(=O)Nc3ccc(Cl)c(C(F)(F)F)c3)ccc21
  106 | 0
> CC1=C(c2ccc(C)c(C)c2)S(=O)(=O)N=C1N1CCC(C(=O)N2CCC(C)CC2)CC1
  117 | 0.9
> CCOC(=O)c1sc(N)c(C(=O)OCC)c1CNC(C)(C)C
  98 | -0.2
> CCC1CCCCN1C(=O)Nc1ccccc1 (centres undefined)
  99 | 0
> CCN(C(=O)CSCc1ccco1)C1CCCCC1
  103 | 0.6
> Cc1cc(COC(=O)c2cn(C)c3ccccc23)no1
  107 | 0.6
> O=S(=O)(Cc1ccccc1)Nc1ccc(S(=O)(=O)N2CCCCC2)cc1
  101 | -0.2
> NC(=O)c1cnn2c(C(F)(F)F)cc(-c3ccc(F)cc3)nc12
  101 | -0.4
> CCCS(=O)(=O)N1CCN(S(=O)(=O)CCC)CC1
  103 | 0.4
> Cc1[nH]c2c(C)cccc2c1CCNC(=O)c1cc2ccccc2oc1=O
  107 | 0.6
> Cc1ccc2[nH]c3c(c2c1)CCCC3N1CCc2ccccc21 (centres undefined)
  100 | -1
> O=C(Cn1c(=O)c2cccn2c2ccc(F)cc21)N1CCN(C(=O)c2ccco2)CC1
  105 | 1.6
> CN(Cc1ccccc1)C(=O)COC(=O)c1cnc(Cl)c(Cl)c1
  101 | -0.4
> Nc1nnc(SCc2nc3scc(-c4ccc(Cl)cc4)c3c(=O)[nH]2)s1
  108 | 1.1
> CCCCn1c(SCC(=O)Nc2cccc(OC)c2)nc2ccsc2c1=O
  108 | 0.5
> CC(C)Cn1c(=O)c2sccc2n2c(=S)sc(-c3ccccc3)c12
  95 | -4.1
> O=C(NC1CCCCCCC1)c1ccc(NC2=NC3CS(=O)(=O)CC3S2)cc1 (centres undefined)
  100 | -0.3
> COC(=O)c1ccc2c(=O)n(CCCCCC(=O)N3CCN(c4ccc(OC)cc4)CC3)c(=O)[nH]c2c1
  105 | -0.1
> CCCNS(=O)(=O)c1ccc(OCC(=O)N2CCCCC2)cc1
  101 | 0
> CCOc1ccccc1NC(=O)C1CCCN(S(=O)(=O)c2cccs2)C1 (centres undefined)
  108 | 0.7
> COc1ccc2c(Cl)c(C(=O)Oc3ccccc3Cl)sc2c1
  101 | 0
> Cc1c(N=Nc2c(O)[nH]c(=S)[nH]c2=O)c(=O)n(-c2ccccc2)n1C
  118 | 2.2
> CCOc1ccc(/C=C/C(=O)Nc2sc3c(c2C(=O)OC)CCC3)cc1
  102 | -0.3
> COc1ccccc1CNC(=O)c1c(O)nc2c(C)cccn2c1=O
  106 | 0.5
> CCC1CN(S(=O)(=O)c2cc(-c3cc(C)no3)ccc2OC)c2cc(Cl)ccc2O1 (centres undefined)
  106 | -0.1
> C=C1c2ccccc2N=C(SCC(=O)Nc2ccc(F)cc2F)N1C
  101 | -0.1
> CCCCn1nc(C(=O)N/N=C/c2ccccc2OCC(=O)O)c2ccccc2c1=O
  98 | -0.4

Exported in markdown: part of the list above
| mol | Polio RdRp inh | Polio RdRp inh FP z-score |
| --- | --- | --- |
| CCOc1ccccc1CN1CCC(N2CCCCC2)CC1 | 103 | 0.2 |
| O=S(=O)(Cc1ccccc1)Nc1ccc(S(=O)(=O)N2CCCCC2)cc1 | 101 | -0.2 |
| CCN(C(=O)CSCc1ccco1)C1CCCCC1 | 103 | 0.6 |

Quoted at random: 2 records from the list.
Results follow in this order: Polio RdRp inh | Polio RdRp inh FP z-score
> COc1ccccc1CNC(=O)c1c(O)nc2c(C)cccn2c1=O
  106 | 0.5
> O=C(Cn1c(=O)c2cccn2c2ccc(F)cc21)N1CCN(C(=O)c2ccco2)CC1
  105 | 1.6

A draw from above in order of heavy-atom count, ascending:
Results follow in this order: Polio RdRp inh | Polio RdRp inh FP z-score
> CCN(C(=O)CSCc1ccco1)C1CCCCC1
  103 | 0.6
> NC(=O)c1cnn2c(C(F)(F)F)cc(-c3ccc(F)cc3)nc12
  101 | -0.4
> COc1ccccc1CNC(=O)c1c(O)nc2c(C)cccn2c1=O
  106 | 0.5

Remaining list, next part
Results follow in this order: Polio RdRp inh | Polio RdRp inh FP z-score
> CCOC(=O)c1ccc(NC(=O)CSc2nc3ccccc3c(=O)n2CCC(=O)NC2CCCCC2)cc1
  103 | -0.6
> Cc1c(O)ccc2c(=O)c(-c3ccc4ccccc4n3)coc12
  104 | 0.4
> Cc1c(Cl)ccc2sc(N3CCN(C(=O)CS(=O)(=O)c4ccccc4)CC3)nc12
  111 | 1.1
> Cc1[nH]c2ccc(Br)cc2c1CCNC(=O)c1cc2ccccc2oc1=O
  97 | -1.2
> CC(C)NC(=O)Cn1cnc2ccccc2c1=O
  110 | 0.1
> Cc1cc2nc(SCC(=O)NN)[nH]c2cc1C
  104 | 0.3
> O=C(N/N=C1/CC(c2ccccc2)Oc2ccccc21)C1CC1 (centres undefined)
  102 | -0.1
> Cc1cc(C(=O)O/N=C(\N)c2ccccc2)nn1C(C)(C)C
  100 | -0.4
> FC(F)(F)c1cc(-c2nnc(N3CCOCC3)o2)cc(C(F)(F)F)c1
  105 | 0.2
> c1ccc2c(c1)nc(Nc1ccc(N3CCCCC3)cc1)c1nncn12
  102 | 0.3
> Cc1ccc(-n2nc3c(=O)n(C(C)C(=O)O)nc(C)c3c2C)cc1 (centres undefined)
  105 | -0.8
> CCOC(=O)c1nc2c(o1)NC(N)=C(C#N)C2c1ccc(Cl)cc1 (centres undefined)
  105 | 0.4
> CC(=O)Nc1nonc1-c1nnc(SCc2ccccc2F)n1C
  108 | 0.2
> COCCCNC(=O)CN1C(=O)c2c(c3ccccc3n2C)C1c1ccc(OC)cc1 (centres undefined)
  106 | 0.2

Whole records, looked up by structure.
Profile of O=C(N/N=C1/CC(c2ccccc2)Oc2ccccc21)C1CC1 (centres undefined) = Polio RdRp inh: 102; Polio RdRp inh FP z-score: -0.1
Profile of Cc1cc2nc(SCC(=O)NN)[nH]c2cc1C = Polio RdRp inh: 104; Polio RdRp inh FP z-score: 0.3
Profile of Cc1c(Cl)ccc2sc(N3CCN(C(=O)CS(=O)(=O)c4ccccc4)CC3)nc12 = Polio RdRp inh: 111; Polio RdRp inh FP z-score: 1.1

Source: PubChem BioAssay (ICCB-Longwood Screening Facility, Harvard Medical School)

An excerpt; count on the stated rates, not on these rows.
